M18AAP inhibitor: blocks P. falciparum M18 aspartyl aminopeptidase. recombinant PfM18AAP, H-Glu-NHMec fluorogenic cleavage. inhibition, % at 7.35 µM. hit rate 1.2% among 290,000. AID 1822;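 active means inhibition above the campaign mean inhibition over all tested compounds plus 3 SD, cut at about 28% in these data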;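 further: 0% = plate median of test compound wells and 100% = 2 mM ZnCl2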
p-CIP stab down: compounds decreasing mouse p/CIP protein stability. Q05BA5. F442A p/CIP-EGFP cells, EGFP fluorescence, 16 h. decrease of EGFP signal, % at 10 µM. hit rate 0.01% among 290,000. AID 1984;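 active means EGFP signal decrease of at least 30% at 10 µM or well 3 SD below plate mean, unless failing retest; inactive means the rest, including hits failing retest or dose response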; further: some compounds called inactive have numbers as strong as hits; many of its hits are not listed in these tables
NALP1 inh: blocks the NALP1 inflammasome reconstituted in yeast; S. cerevisiae NALP1/ASC/caspase-1 growth, X-gal OD620, 72 h; inhibition, % at 10 µM; hit rate 0.61% among 280,000; in the data active means inhibition mostly above about 24%, no sharp cut-off; inactive means mostly below about 32%; further: some compounds called inactive have numbers as strong as hits
PHOSPHO1 inh: PHOSPHO1 (human) inhibition | Q8TCT1 | recombinant PHOSPHO1, absorbance phosphatase assay | inhibition, % at 13.3 µM | hit rate 1.1% among 290,000 | AID 1565; in the data active means inhibition above about 60%
Target sequence (Q8TCT1 whole entry, looked up): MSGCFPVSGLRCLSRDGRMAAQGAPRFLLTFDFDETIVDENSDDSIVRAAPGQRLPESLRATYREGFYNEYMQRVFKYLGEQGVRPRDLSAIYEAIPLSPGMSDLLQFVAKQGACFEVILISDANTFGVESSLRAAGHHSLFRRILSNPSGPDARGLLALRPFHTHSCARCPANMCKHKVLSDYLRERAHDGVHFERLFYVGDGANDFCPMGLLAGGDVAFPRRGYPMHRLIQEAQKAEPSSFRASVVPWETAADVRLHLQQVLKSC
VIM-2 inhibitor: inhibitors of Pseudomonas aeruginosa VIM-2 metallo-beta-lactamase; hit rate 0.89% among 290,000; inhibition, % at 5.6 µM; purified VIM-2, nitrocefin hydrolysis, epi-absorbance fluorescence; AID 1527;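 active means inhibition above the mean of all tested compounds plus 3 SD, cutoff set per screening run, cut at about 7.5% in these data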;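 further: red hydrolysis product quenches plate fluorescence so inhibitors raise well fluorescence; 0% = enzyme with DMSO and 100% = DMSO without enzyme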
IDE cell activ: boosts human insulin-degrading enzyme activity in HEK cells | P14735 | hit rate 0.073% among 340,000 | AID 493087 | activation, % at 5.96 µM | FAbeta-B cleavage, fluorescence polarization; 0% vehicle, 100% cell-free pure enzyme wells;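 active means activation above the mean of all tested compounds plus 3 SD, set per screening campaign, cut at about 17% in these data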
IDE inh: cellular human IDE inhibition; inhibition, % at 5.59 µM; P14735; hit rate 0.41% among 320,000; AID 434962; HEK cells, FAbetaB cleavage, fluorescence polarization;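 active means percent inhibition above the average of all tested compounds plus 3 SD, set per screening campaign, cut at about 16% in these data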;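 further: IDE supplied by intact live HEK cells; FP after avidin binding of uncleaved biotin substrate so inhibition keeps polarization high; 0% = DMSO wells and 100% = 60 µM reference IDE inhibitor Ii1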
GPR7 antag: human neuropeptides B/W receptor 1 antagonism; P48145; GPR7-expressing cells, fluorescence antagonist assay; inhibition, % at 4.4 µM; hit rate 1.1% among 290,000; AID 1861; in the data active means inhibition above about 16%, passing the limit was not always enough;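 further: cells stimulated with the agonist NPW; 0% = agonist with vehicle and 100% = vehicle without agonist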
Target sequence (P48145 whole entry, looked up): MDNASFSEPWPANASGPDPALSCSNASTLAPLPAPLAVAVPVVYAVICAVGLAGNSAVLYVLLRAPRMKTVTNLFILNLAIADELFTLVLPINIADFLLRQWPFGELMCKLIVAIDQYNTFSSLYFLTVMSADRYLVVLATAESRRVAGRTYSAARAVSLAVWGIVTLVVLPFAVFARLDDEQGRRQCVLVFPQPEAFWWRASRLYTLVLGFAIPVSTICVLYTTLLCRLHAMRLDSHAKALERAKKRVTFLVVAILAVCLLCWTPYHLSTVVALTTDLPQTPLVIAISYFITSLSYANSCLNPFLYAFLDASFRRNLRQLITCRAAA
IMP-1 inh: inhibitors of Pseudomonas aeruginosa IMP-1 metallo-beta-lactamase | purified IMP-1, nitrocefin hydrolysis, epi-absorbance fluorescence | AID 1556 | inhibition, % at 5.6 µM | hit rate 0.45% among 290,000;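 active means inhibition above the mean plus 3 SD of all compounds in the same screening run, cut at about 4.5% in these data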;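 further: 0% = IMP-1 with DMSO and 100% = DMSO wells lacking enzyme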
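System: purified IMP-1; amount: IMP-1 0.2 nM before substrate addition; compound: single dose, 5.6 µM; times: 25 °C, 15 min preincubation, 25 min reaction; signal: Epi-absorbance via hydrolysed-nitrocefin quenching of white-plate fluorescence, 480/530 nm, EDTA stop; benchmarks: DMSO with and without IMP-1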
Numbers without * were called inactive; / = not tested or not shown.

SMILES	M18AAP inhibitor	p-CIP stab down	NALP1 inh	PHOSPHO1 inh	VIM-2 inhibitor	IDE cell activ	IDE inh	GPR7 antag	IMP-1 inh
O=C(COc1ccc(Nc2ccccc2)cc1)OCC(=O)N1CCCCC1	28.7*	7.8	3.8	36.8	1.0	-2.3	4.6	-1.8	1.0
CCOP(=O)(OCC)C(Nc1ccc(C(=O)O)cc1)c1ccccc1 (stereo unspecified)	-14.3	-9.0	14.8	23.1	0.9	-2.9	1.7	-8.3	-1.6
O=C(CCc1ccccc1)NCCc1cccs1	-0.9	12.9	12.0	28.5	-1.3	0.9	-0.9	-12.9	-0.7
Cc1ccc(-c2cc(C(=O)NCc3ccc4c(c3)OCO4)no2)cc1	-3.4	10.2	14.6	-10.9	-3.2	4.4	1.7	-12.7	-1.3
CCOC(=O)COc1c(Cl)cc(C2NC(=S)NC(c3ccccc3)=C2C(C)=O)cc1OC (stereo unspecified)	-4.0	-8.0	8.1	-6.8	-2.9	-3.1	5.0	24.3*	0.1
O=C(NC(Cc1c[nH]c2ccccc12)C(=O)O)/C(=C/c1ccc2c(c1)OCO2)NC(=O)c1ccccc1 (stereo unspecified)	11.1	8.2	8.4	-3.9	-3.6	-0.8	/	0.0	-1.7
Fc1ccccc1OCCCCSc1ncccn1	-2.0	13.5	17.9	15.4	-3.8	3.3	-4.3	6.5	-2.4
C/C(=N\O)C(C)(C)Nc1ccc(F)cc1	-2.7	-0.3	/	21.9	-1.4	1.6	3.0	-4.1	0.3
CC(=O)c1ccc(C#CC(C)(C)O)s1	14.8	-10.2	26.4	0.1	0.9	-0.5	-1.1	-5.6	-0.3
CC1CCCN(Cc2csc(N)n2)C1 (stereo unspecified)	-0.3	4.0	1.4	-75.5	-3.2	0.1	-2.4	-6.1	-1.3
COc1ccc2cc(C(c3nnnn3C(C)(C)C)N3CCSCC3)c(=O)[nH]c2c1 (stereo unspecified)	4.7	2.0	10.6	-0.2	-1.9	-0.9	3.2	-8.5	1.0
CN(C)/C(Cn1cncn1)=C1/N=C(c2ccccc2)OC1=O	5.9	0.8	-0.6	-24.5	-2.0	2.6	0.8	-10.8	-1.1
CCn1ncc(C(=O)Nc2ccccc2C)c1C	3.8	-1.6	27.3	-7.4	-4.5	3.1	8.9	4.2	-2.9
COc1ccc(C2C(C#N)=C(C)NC(C)=C2C(=O)OC(C)C)c(OC)c1 (stereo unspecified)	5.8	5.8	3.4	24.5	-1.2	-6.5	-6.3	-12.9	-3.3
c1ccc(-c2nnc(-c3c[nH]c4ccccc34)nc2-c2ccccc2)cc1	-4.4	-4.0	7.2	-9.1	-3.6	3.9	-1.5	-12.5	-6.6
COc1ccc(CCNC(=O)CCc2ccc(S(=O)(=O)NCC(C)C)cc2)cc1	1.6	-17.8	20.5	-8.2	-1.4	5.2	1.1	2.6	-0.5
COC(=O)C1(Cc2cc(-c3ccc(OC)cc3OC)no2)CCN(C(=O)OC(C)(C)C)CC1	1.7	2.1	26.5	4.0	-2.4	-0.2	2.7	-13.2	-5.4
CCN(CC)Cc1c(O)ccc2occ(C(=O)c3ccc(OC)cc3)c12	1.1	-7.6	22.2	-13.3	-1.3	6.0	0.6	-4.4	-0.9
COCCCn1c(=O)c2sccc2n2c(CCCC(=O)NCc3ccccc3)nnc12	-2.4	4.3	4.3	47.7	0.1	-0.5	1.4	-3.5	-1.9
N#C/C(=C\c1ccc(N2CCCCC2)o1)C(N)=O	14.7	-114.8	0.0	19.9	-2.0	-50.3	32.2*	-16.5	-3.3
CN1C(=O)CC(NNC(=O)c2ccccc2)C1=O (stereo unspecified)	-9.0	-4.2	1.3	-9.7	-3.5	-1.9	9.4	-6.5	-2.7
Cc1ccccc1CSCCNC(=O)CCSc1ccccc1	2.2	-6.4	4.2	45.9	-1.8	8.4	0.2	-1.3	-2.8
CC(C)Oc1ccc(N2CC(C(=O)Nc3ccc(N4CCOCC4)cc3)CC2=O)cc1 (stereo unspecified)	0.2	-7.4	8.3	-20.8	-2.1	2.0	1.1	-6.3	-2.8
CC(=O)Nc1c([N+](=O)[O-])cc(C)c(Cl)c1[N+](=O)[O-]	2.1	-6.0	-15.5	45.6	-2.5	0.4	-2.6	-0.2	0.5
COCCCn1c(C(C)C)nc2oc3cc(OC)ccc3c(=O)c2c1=O	4.5	1.0	9.2	-2.9	-3.2	3.9	-3.1	-13.0	-2.4
CCCc1cc(=O)oc2cc(C)cc(OCC(=O)N[C@@H](CSCc3ccccc3)C(=O)O)c12	0.7	3.8	-16.7	-7.7	-1.3	8.4	-2.5	-7.1	-6.6
CC(C)c1ccc(S(=O)(=O)/N=C2/C=C(Sc3ncn[nH]3)C(=O)c3ccccc32)cc1	30.6*	-3.0	25.2	6.1	3.9	-16.0	6.5	-12.7	0.5
O=C(c1n[nH]c2ccccc12)N1CCN(S(=O)(=O)c2ccc3ccccc3c2)CC1	-2.1	-4.5	13.6	-51.2	-2.0	-4.1	-1.1	8.5	-2.8
COc1ccc(CN2CC(C(=O)NCC3CCCO3)CC2=O)cc1 (stereo unspecified)	0.6	2.1	8.8	9.4	-3.7	6.2	2.1	-10.2	-0.4
NC(=O)Nc1ccc(Oc2c(F)c(F)c(F)c(F)c2F)cc1	-9.1	1.9	12.7	-24.9	-0.6	7.8	7.2	9.1	-0.9
c1cc2c(cc1OCCNC1CCCC1)CCC2	-3.3	-6.3	22.1	10.5	-2.4	/	-4.0	-2.2	-1.7
CCSc1nc2ccc(N3C(=O)C4C5C=CC(C5)C4C3=O)cc2s1 (stereo unspecified)	-0.5	-15.1	37.5	6.0	-1.2	-1.5	3.9	-0.3	-2.2
O=c1[nH]c2cc3c(cc2cc1C(c1nnnn1CC1CCCO1)N1CCCC1)OCO3 (stereo unspecified)	8.5	-5.1	11.8	18.9	-0.9	3.2	5.5	2.2	-2.3
CCn1cc(CN2CCC(C(=O)Nc3cccc(-c4cccc(OC)c4)c3)CC2)c(C)n1	-0.6	-6.1	2.4	42.6	-1.8	-1.9	4.4	0.1	-0.8
COc1ccccc1C(=O)NC(CCSC)C(=O)NNC(=O)c1ccc(F)cc1 (stereo unspecified)	-6.4	-8.7	14.1	32.6	-4.6	3.3	0.9	1.9	-2.4
CCOC(=O)Cc1csc(NC(=O)Nc2cccc(OC)c2)n1	-13.0	-9.6	3.8	-14.0	-2.8	6.8	-3.8	-5.2	-2.6
Cn1c(=O)c2ccccc2n(Cc2cccc(F)c2)c1=O	-5.0	-9.2	-13.8	4.2	-0.5	5.0	6.3	-4.9	-4.1
CN(Cc1cccc(Cl)c1)C(=O)C1CCC(=O)N(C2CC2)C1 (stereo unspecified)	-5.9	4.5	12.3	-3.2	-1.8	-6.5	5.3	22.5*	-2.2
O=C(NC(=S)Nc1ccc(N2CCOCC2)cc1)c1cccs1	9.0	-4.2	7.7	-3.0	-2.0	1.3	-1.1	-5.4	0.1
Cc1cc(S(=O)(=O)N2CCOCC2)ccc1OCC(=O)N1CCCCC1	-1.2	-12.6	3.5	10.3	-1.1	0.8	-0.4	4.8	-1.5
Cc1nc2cc(NS(=O)(=O)c3ccccc3F)ccc2s1	5.0	-7.4	/	41.2	-2.0	8.8	8.3	-5.7	-3.7
O=C(c1ccncc1)c1ccc(N2CCN(C3CC(=O)N(Cc4ccccc4)C3=O)CC2)cc1 (stereo unspecified)	3.5	-17.2	2.6	-6.7	3.3	-1.4	4.9	3.3	-4.5
Cc1ccc(-c2nc(CN(C)C3CCOC3)c(C)o2)s1 (stereo unspecified)	-2.7	-3.5	2.4	19.9	-2.2	8.2	0.2	-4.3	-1.3
O=C(CN1C(=O)NC2(CCCCCCC2)C1=O)NC(=O)NCc1ccco1	0.9	-11.7	12.0	-3.3	-1.7	7.8	-3.3	-0.4	-5.2
O=C(CCCCn1c(=O)c2ccccc2n(CC(=O)Nc2ccccc2)c1=O)NCc1ccco1	-4.6	-10.3	2.1	15.8	1.0	-5.0	-5.6	-0.2	-2.4
O=C(COc1ccc(F)cc1F)NNC(=O)Nc1cccc([N+](=O)[O-])c1	1.6	-25.0	21.7	26.3	-6.3	-5.2	1.4	3.0	-1.7
FC(F)(F)c1nnc2sc(-c3cccs3)nn12	-4.5	-15.4	/	-3.9	-1.7	0.5	6.3	-22.8	-5.2
CCn1nc(NC(=O)c2ccncc2)c2cc3cc(C)ccc3nc21	4.4	-4.0	-10.6	-10.8	-1.7	0.8	2.4	-7.6	-2.2
CCOC(=O)COc1ccc(C(=O)c2ccccc2)c(O)c1	1.5	-5.3	37.3	-33.4	0.1	1.6	4.4	-0.8	-1.6
Cc1ccc(CN2CCNC(=O)C2CC(=O)N(C)CCc2ccccc2)cc1 (stereo unspecified)	-9.1	-3.8	7.0	-3.1	-0.1	-6.8	8.7	-12.9	-2.0
O=C(NCCNc1nccc(C(F)(F)F)n1)c1cccs1	2.1	4.9	7.2	-0.8	-1.5	4.8	5.2	-3.5	-2.9
COC(CN1C(=O)C(O)=C(C(C)=O)C1c1ccccn1)OC (stereo unspecified)	-3.6	3.4	-6.1	30.0	-0.8	-0.4	-2.5	-0.5	-0.9
CCOC(=O)C(NC(C)=O)(NC(C)C)C(F)(F)F (stereo unspecified)	-8.8	-1.5	9.1	-4.4	-2.6	2.7	2.2	-14.3	-1.0
Cc1nc2n(c(=O)c1CCN1CCC(c3noc4cc(F)ccc34)CC1)CCCC2	2.1	-18.8	1.9	47.7	-2.3	-0.7	-4.5	0.1	-2.3
O=C(NNC(=O)c1ccncc1)NC1CCCCC1	-3.9	1.8	0.8	8.9	-4.5	6.0	-2.6	-9.6	-2.0
Cc1ccc(NC(=O)N2CCN(C/C=C/c3ccccc3)CC2)cc1	-7.3	2.5	4.1	41.8	-2.6	-2.8	2.6	5.3	-3.2
CCCC(=O)Nc1ccc(C(=O)Nc2cccc(OC)c2)cc1	-8.5	-14.4	21.0	-27.7	1.0	1.9	2.0	-11.2	0.0
Cc1nsc(N)c1C(=O)O	2.2	-0.6	8.3	10.6	-0.9	5.1	-0.5	-14.0	-2.9
O=S(=O)(NCc1ccc(F)cc1)c1ccc(-n2cccn2)cc1	1.2	1.4	17.4	-3.7	-1.1	-1.3	3.3	7.6	-3.3
O=C(CSc1nc2sc3c(c2c(=O)[nH]1)CCCC3)NCCO	0.2	-4.2	11.6	-10.0	0.6	-1.1	5.4	-16.3	-5.4
COc1ccc(OCC(=O)N/N=C(\C)c2cc3ccccc3o2)cc1	-4.0	-1.9	15.9	-13.6	-2.0	2.9	-0.3	-0.3	-0.1
CCOC(=O)C1CCN(CCCSc2ccccc2)CC1	-5.2	/	/	/	-1.9	1.8	-0.4	-2.4	0.6

Three of the entries above in order of their number in IMP-1 inh, low to high.
| Molecule | M18AAP inhibitor | p-CIP stab down | NALP1 inh | PHOSPHO1 inh | VIM-2 inhibitor | IDE cell activ | IDE inh | GPR7 antag | IMP-1 inh |
| --- | --- | --- | --- | --- | --- | --- | --- | --- | --- |
| N#C/C(=C\c1ccc(N2CCCCC2)o1)C(N)=O | 14.7 | -114.8 | 0.0 | 19.9 | -2.0 | -50.3 | 32.2* | -16.5 | -3.3 |
| Cc1ccccc1CSCCNC(=O)CCSc1ccccc1 | 2.2 | -6.4 | 4.2 | 45.9 | -1.8 | 8.4 | 0.2 | -1.3 | -2.8 |
| CCSc1nc2ccc(N3C(=O)C4C5C=CC(C5)C4C3=O)cc2s1 (stereo unspecified) | -0.5 | -15.1 | 37.5 | 6.0 | -1.2 | -1.5 | 3.9 | -0.3 | -2.2 |
